E-selectin induc = induces E-selectin expression in human endothelial cells; 260,000 compounds, 0.37% hits; HUVEC E-selectin immunofluorescence imaging; normalized: neutral wells 0, TNF-alpha wells 100; activation, % at 7.58 µM; P16581;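 active = mean E-selectin-positive cell signal at least 10% of the positive control, reached in at least 60% of replicates, without over 20% cell loss; inconclusive = no rule given, readout overlaps actives, possibly toxicity-flagged; inactive = the rest, including those meeting only one limit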;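 also: in these data hits start at about 27%; measured in HUVEC primary endothelial cells; signal is the percent of cells scored E-selectin positive by PE staining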
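System: HUVEC / Compound: single concentration / Signal: immunofluorescence imaging / Read-out: percent E-selectin-positive cells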
ERp5 inh = ERp5 (human) disulfide isomerase inhibition. 350,000 compounds, 0.05% hits. inhibition, % at 9.99 µM. ERp5 insulin aggregation, absorbance 650 nm, 90 min. Q15084;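 active = mean replicate inhibition above about 25%, with every replicate also reaching it, limit read from the data, passing the limit was not always enough; inconclusive = only one of those two criteria met; inactive = neither criterion met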
RAD54 branch = blocks human RAD54 Holliday junction branch migration; FAM/BHQ fluorescence; inhibition, % at 10.4 µM; 360,000 compounds, 0.14% hits; AID 602329;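 active = mean normalized replicate activity at least 40 and at least half of replicates scoring 40 or more; inconclusive = only one of the two criteria met; inactive = mean below 40 and under half of replicates reaching 40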;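 also: 0% = median of neutral control wells and 100% = median of positive control wells; inhibitors cause a drop in the FAM fluorescence signal; in these data hits start at about 50%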
esBAF inh = inhibitors of esBAF chromatin remodeling in mouse ES cells; Bmi1-luciferase knock-in reporter, 24 h; 100% = twice the neutral-well signal; reporter increase, % at 12.5 µM; 350,000 compounds, 2% hits; in the data active = activation above about 40%; inconclusive = no clear call, values can overlap the other calls;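 also: 0% = median of the plate's neutral control wells and 100% = double that signal; a rise in the Bmi1 reporter signal indicates esBAF inhibition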
ARNT TACC3 PPI = ARNT/TACC3 interaction disruption; inhibition, % at 9.99 µM; 390,000 compounds, 0.66% hits; Q9Y6A5; AID 623870; AlphaScreen His-ARNT PAS-B/GST-TACC3 binding, luminescence; TACC3 fragment carries E629A point mutation;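 active = mean inhibition of replicates at least 50% and at least half of replicates each reaching 50%; inconclusive = half or more replicates reach 50% but mean below 50%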;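 also: 0% = complete ARNT plus TACC3 wells and 100% = ARNT alone without TACC3; many hits fall short of the cut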
RAD52 inh = blocks human RAD52 DNA annealing; 360,000 compounds, 0.46% hits; AID 651710; inhibition, % at 18.7 µM; recombinant RAD52 DNA annealing, FRET fluorescence;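 active = every replicate showing at least 50% inhibition; inconclusive = mean inhibition at least 50% but not in every replicate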
Target sequence (P43351 whole entry, looked up): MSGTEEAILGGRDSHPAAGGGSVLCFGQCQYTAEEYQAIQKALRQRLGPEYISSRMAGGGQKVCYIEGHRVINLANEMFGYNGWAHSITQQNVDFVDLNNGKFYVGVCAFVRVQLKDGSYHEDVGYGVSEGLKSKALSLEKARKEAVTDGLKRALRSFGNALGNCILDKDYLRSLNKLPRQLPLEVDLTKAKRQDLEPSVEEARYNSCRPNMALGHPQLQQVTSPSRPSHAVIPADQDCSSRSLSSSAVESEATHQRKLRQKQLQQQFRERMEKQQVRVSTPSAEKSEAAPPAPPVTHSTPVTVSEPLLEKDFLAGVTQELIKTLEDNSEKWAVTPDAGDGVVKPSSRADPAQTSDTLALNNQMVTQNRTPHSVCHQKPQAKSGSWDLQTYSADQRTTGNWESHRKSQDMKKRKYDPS
Casp6 inh = blocks human caspase-6 cleavage activity. AID 686996. P55212. 350,000 compounds, 0.53% hits. purified caspase-6, Z-VEID-R110 cleavage fluorescence. inhibition, % at 12.5 µM;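 active = mean inhibition across replicates at least about 35%, with every replicate also reaching that limit, limit read from the data; inconclusive = only one of the two criteria met; inactive = neither criterion met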;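 also: 0% = median of neutral control wells and 100% = no fluorescence left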
Target sequence (P55212 24-179 limits assumed): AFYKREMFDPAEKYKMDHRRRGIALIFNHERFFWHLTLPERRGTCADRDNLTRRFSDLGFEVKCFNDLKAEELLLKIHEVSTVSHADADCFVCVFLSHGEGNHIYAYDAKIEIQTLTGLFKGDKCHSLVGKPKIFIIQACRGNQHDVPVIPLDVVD
Target sequence (P55212 194-293 limits assumed): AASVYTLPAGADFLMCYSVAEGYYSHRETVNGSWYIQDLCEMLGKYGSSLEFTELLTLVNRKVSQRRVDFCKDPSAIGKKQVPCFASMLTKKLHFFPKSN
PglD DTNB = blocks C. jejuni PglD acetyltransferase activity; inhibition, % at 12.5 µM; AID 602405; 360,000 compounds, 0.098% hits; purified PglD enzyme, DTNB colorimetric CoA detection; in the data active = inhibition above about 16%, passing the limit was not always enough; inconclusive = no clear call, values can overlap the other calls; also: strong numbers were not always called active
Active calls of the source: *; u = inconclusive; x = not tested or not shown.

1: CCOC(=O)c1cnc2c(CC)cccc2c1NCCCN1CCOCC1
2: C[C@H](O)C#Cc1cnc2c(c1)C(=O)N([C@@H](C)CO)C[C@H](C)[C@@H](CN(C)C(=O)Cc1ccccn1)O2
3: Nc1ccc(Cl)c[n+]1Cc1cccc2cccnc12
4: C[C@@H]1CN([C@@H](C)CO)C(=O)c2cc(NC(=O)Cc3ccccc3)ccc2O[C@@H](C)CCCCO[C@@H]1CN(C)C(=O)NC1CCCCC1
5: Cc1ccc(C(=O)NC2CCC(C)CC2)o1 (centres undefined)

| screen / no. | 1 | 2 | 3 | 4 | 5 |
| --- | --- | --- | --- | --- | --- |
| ERp5 inh | -0.8 | 1.1 | -2.3 | 6.4 | 1.0 |
| esBAF inh | 0.4 | -1.2 | -9.6 | -2.8 | 54.6* |
| RAD54 branch | u | 7.0 | -1.3 | 5.0 | -7.8 |
| E-selectin induc | 0.0 | 0.1 | 4.6 | 0.0 | x |
| RAD52 inh | 32.1 | -11.5 | -1.9 | -21.4 | -6.8 |
| PglD DTNB | -1.6 | 3.4 | 1.6 | -0.3 | -4.9 |
| Casp6 inh | -3.8 | -1.1 | 3.3 | -0.6 | 8.7 |
| ARNT TACC3 PPI | -1.8 | -9.7 | -2.0 | 2.9 | 17.7 |

6: COc1ccc(C2=NOC(Cn3nc(C(=O)O)cc3-c3ccccc3)C2)cc1 (centres undefined)
7: O=C1c2cccnc2C(=O)N1C1CCCCC1
8: CS(=O)(=O)N(CC(=O)N1CCc2ccccc2C1)c1cccc([N+](=O)[O-])c1
9: Cc1cccc(C)c1NC1=NC(=S)N(c2ccc(N(C)C)cc2)C1(C)C
10: Cn1c(=O)oc2cc(S(=O)(=O)NCCC(=O)NCc3ccc(F)cc3)ccc21

| screen / no. | 6 | 7 | 8 | 9 | 10 |
| --- | --- | --- | --- | --- | --- |
| ERp5 inh | -5.0 | 4.5 | -0.3 | x | 4.9 |
| esBAF inh | 3.4 | -5.4 | 3.0 | -4.6 | 2.6 |
| RAD54 branch | -11.8 | -7.3 | -6.0 | 2.1 | -4.8 |
| E-selectin induc | -0.1 | x | x | x | x |
| RAD52 inh | -25.7 | 1.1 | -3.4 | x | -24.3 |
| PglD DTNB | -1.4 | 1.2 | 4.2 | -1.1 | 4.0 |
| Casp6 inh | 0.4 | -2.5 | 0.0 | x | -0.4 |
| ARNT TACC3 PPI | 0.7 | 11.5 | -0.1 | 2.6 | -3.1 |

11: CCCCOC(=O)c1ccc(NC(=O)COC(=O)c2ccc3ncsc3c2)cc1
12: CC1(C)CCSC(/C=C/c2ccccc2)=N1
13: S=C(NCCc1c[nH]c2ccccc12)NC1CC1
14: CC1CN(Cc2nc3c(c(=O)n(C)c(=O)n3C)n2CCN2CCOCC2)CC(C)O1 (centres undefined)
15: Cc1noc(C)c1NC(=O)N1C[C@H](O)COC[C@@H]2O[C@@H](CC(=O)NCC3CCCCC3)CC[C@H]21

| screen / no. | 11 | 12 | 13 | 14 | 15 |
| --- | --- | --- | --- | --- | --- |
| ERp5 inh | -12.9 | 2.6 | 3.0 | x | -2.5 |
| esBAF inh | 32.6 | u | -4.5 | -12.2 | 1.1 |
| RAD54 branch | -5.3 | 0.3 | -5.9 | -14.1 | 0.4 |
| E-selectin induc | x | x | x | x | 0.0 |
| RAD52 inh | -22.5 | -3.3 | -10.0 | x | -1.5 |
| PglD DTNB | 4.1 | 7.0 | 14.1 | 1.6 | 0.5 |
| Casp6 inh | 0.9 | 2.9 | -5.0 | x | -1.0 |
| ARNT TACC3 PPI | -7.5 | 3.4 | 2.0 | -5.5 | 3.2 |

Screen by screen, as entered above.
Nos. 7 to 12 in esBAF inh: -5.4, 3.0, -4.6, 2.6, 32.6, u

5 entries out of the list, sorted by formula weight, low to high:
12: CC1(C)CCSC(/C=C/c2ccccc2)=N1
8: CS(=O)(=O)N(CC(=O)N1CCc2ccccc2C1)c1cccc([N+](=O)[O-])c1
10: Cn1c(=O)oc2cc(S(=O)(=O)NCCC(=O)NCc3ccc(F)cc3)ccc21
11: CCCCOC(=O)c1ccc(NC(=O)COC(=O)c2ccc3ncsc3c2)cc1
14: CC1CN(Cc2nc3c(c(=O)n(C)c(=O)n3C)n2CCN2CCOCC2)CC(C)O1 (centres undefined)

| screen / no. | 12 | 8 | 10 | 11 | 14 |
| --- | --- | --- | --- | --- | --- |
| ERp5 inh | 2.6 | -0.3 | 4.9 | -12.9 | x |
| esBAF inh | u | 3.0 | 2.6 | 32.6 | -12.2 |
| RAD54 branch | 0.3 | -6.0 | -4.8 | -5.3 | -14.1 |
| E-selectin induc | x | x | x | x | x |
| RAD52 inh | -3.3 | -3.4 | -24.3 | -22.5 | x |
| PglD DTNB | 7.0 | 4.2 | 4.0 | 4.1 | 1.6 |
| Casp6 inh | 2.9 | 0.0 | -0.4 | 0.9 | x |
| ARNT TACC3 PPI | 3.4 | -0.1 | -3.1 | -7.5 | -5.5 |

(next part)
16: Cc1ccc(-c2cn(-c3ccc(OC(F)F)cc3)c3[n+]2CCCCC3)cc1
17: Cc1ccc(-c2nc3ncccn3c2Nc2ccc3c(c2)OCCO3)o1
18: O=C(NCCO)C(=O)c1c(-c2ccccc2)cc2ccccn12
19: CCCNC(=O)N1[C@H](CO)[C@H](c2ccccc2-c2cccc(OC)c2)[C@@H]1C#N
20: N#CCC(=O)Nc1ccc(C(=O)NCc2ccccn2)cc1

| screen / no. | 16 | 17 | 18 | 19 | 20 |
| --- | --- | --- | --- | --- | --- |
| ERp5 inh | -3.8 | x | 3.8 | -4.2 | -5.7 |
| esBAF inh | -33.3 | 29.9 | -3.3 | x | x |
| RAD54 branch | -5.5 | 2.4 | -1.9 | x | x |
| E-selectin induc | 0.5 | x | x | 0.2 | x |
| RAD52 inh | -2.4 | x | -7.2 | -14.1 | -20.7 |
| PglD DTNB | -1.2 | 1.9 | -3.5 | x | x |
| Casp6 inh | -9.3 | x | 0.3 | -1.8 | 1.5 |
| ARNT TACC3 PPI | x | -7.1 | -5.4 | x | 14.5 |

21: O=C(CN1CCOCC1)NC[C@H]1N[C@H](CO)[C@@H]1c1ccc(-c2ccccc2)cc1
22: COc1ccc(C(=O)Oc2ccc3c(C)cc(=O)oc3c2C(C)=O)cc1
23: COCCN(C(=O)C1CC1)c1nnc(-c2cccc(C)c2)s1
24: CCOc1ccc(-c2c(=O)n(OCC)c3ccccc3[n+]2[O-])cc1
25: O=C(Nc1ccc(F)cc1)N[C@H]1C=C[C@H](CC(=O)N2CCCCC2)O[C@@H]1CO

| screen / no. | 21 | 22 | 23 | 24 | 25 |
| --- | --- | --- | --- | --- | --- |
| ERp5 inh | -3.1 | -0.4 | x | 5.5 | -2.0 |
| esBAF inh | 0.1 | 9.6 | 10.4 | 33.8 | -0.3 |
| RAD54 branch | 3.2 | -1.1 | -0.1 | -2.6 | -17.4 |
| E-selectin induc | -0.2 | -0.5 | x | x | -0.1 |
| RAD52 inh | -19.4 | 12.7 | x | -13.9 | 10.7 |
| PglD DTNB | 0.9 | 10.5 | -0.1 | -6.4 | 5.7 |
| Casp6 inh | x | -0.9 | x | 2.2 | 1.9 |
| ARNT TACC3 PPI | -8.9 | 2.9 | -3.2 | 2.9 | x |

26: O=C(Nc1cccc(S(=O)(=O)Nc2ccc(Cl)cc2)c1)c1ccc(Cl)nc1
27: CCOc1ccc(NC(=O)c2cccnc2C(=O)O)cc1
28: CCOc1ccc(NC(=O)C(=O)NCCN2CCN(C(=O)c3ccc(C)cc3)CC2)cc1
29: O=C(C[C@H]1CC[C@H](NC(=O)C2CCOCC2)[C@@H](CO)O1)NCC1CC1
30: COc1ccccc1NC(=O)C(=O)NCCCN1CCCC1=O

| screen / no. | 26 | 27 | 28 | 29 | 30 |
| --- | --- | --- | --- | --- | --- |
| ERp5 inh | -1.3 | x | 0.4 | -0.1 | 2.2 |
| esBAF inh | x | 21.9 | 7.3 | x | x |
| RAD54 branch | x | -1.7 | x | x | x |
| E-selectin induc | x | x | 0.1 | -0.5 | -0.1 |
| RAD52 inh | -12.9 | x | 7.3 | 0.5 | -11.9 |
| PglD DTNB | x | -2.5 | x | x | x |
| Casp6 inh | 3.3 | x | -2.1 | 2.4 | 0.1 |
| ARNT TACC3 PPI | 4.4 | 31.3 | -2.1 | x | -2.6 |

31: Oc1ccc(/C=N/n2c(-c3ccccc3)n[nH]c2=S)cc1Br
32: COc1ccc(C2CC(c3ccccc3)=NN2C(=O)CSc2ncn[nH]2)cc1 (centres undefined)
33: CCOC(=O)C1=C(COC(=O)[C@@H](NC(=O)c2cccc(C)c2)C(C)C)NC(=O)NC1C (some centres undefined)
34: Cc1ccc(S(=O)(=O)N(C)C[C@H]2Oc3ccc(NC(=O)Nc4ccc(F)cc4)cc3C(=O)N([C@@H](C)CO)C[C@H]2C)cc1
35: Cc1cccc(C)c1OCC(O)CN1CCN(c2ccccn2)CC1 (centres undefined)
36: COC(=O)c1cc(-c2ccccc2)sc1N
37: CC(=Nc1ccccc1)C1=C(O)CC(C)(C)CC1=O

| screen / no. | 31 | 32 | 33 | 34 | 35 | 36 | 37 |
| --- | --- | --- | --- | --- | --- | --- | --- |
| ERp5 inh | 0.8 | 6.0 | 1.7 | 3.6 | 0.4 | x | -4.3 |
| esBAF inh | -1.4 | x | -2.5 | 4.0 | x | 51.3* | -1.4 |
| RAD54 branch | 6.3 | x | -3.5 | -18.6 | x | -7.5 | -2.4 |
| E-selectin induc | 4.2 | x | 0.8 | 0.1 | 3.7 | x | 6.7 |
| RAD52 inh | -24.2 | -11.5 | -11.7 | -16.6 | -11.3 | x | -4.0 |
| PglD DTNB | 3.8 | x | -1.6 | 1.4 | x | -3.2 | -1.8 |
| Casp6 inh | 51.9* | -4.1 | -3.0 | -1.7 | -4.5 | x | 0.1 |
| ARNT TACC3 PPI | -2.3 | 3.7 | -4.3 | 24.0 | -16.5 | 0.5 | -6.2 |

Gathered by group, those above containing an NH in an aromatic ring
13: S=C(NCCc1c[nH]c2ccccc12)NC1CC1
31: Oc1ccc(/C=N/n2c(-c3ccccc3)n[nH]c2=S)cc1Br
32: COc1ccc(C2CC(c3ccccc3)=NN2C(=O)CSc2ncn[nH]2)cc1 (centres undefined)

| screen / no. | 13 | 31 | 32 |
| --- | --- | --- | --- |
| ERp5 inh | 3.0 | 0.8 | 6.0 |
| esBAF inh | -4.5 | -1.4 | x |
| RAD54 branch | -5.9 | 6.3 | x |
| E-selectin induc | x | 4.2 | x |
| RAD52 inh | -10.0 | -24.2 | -11.5 |
| PglD DTNB | 14.1 | 3.8 | x |
| Casp6 inh | -5.0 | 51.9* | -4.1 |
| ARNT TACC3 PPI | 2.0 | -2.3 | 3.7 |

Source: PubChem BioAssay
